From PubChem
PAX8 reporter: inhibitors of PAX8-driven TPO luciferase reporter, primary screen, RMG-I cells, single concentration; 360,000 compounds, 1.2% hits; AID 652154, 2013; inhibition, % at 12.6 µM; SteadyGlo, 24 h;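 active means mean replicate inhibition at least 60% with every replicate also reaching 60%; inconclusive means only one of the two criteria is met; inactive means mean below 60% and not all replicates reaching 60%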;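 further: luciferase light reporting Pax8 driven TPO promoter activity; plate controls were median of neutral control wells for no effect and mitoxantrone controls for full effect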
PglD inh: C. jejuni PglD acetyltransferase inhibitors, primary screen, biochemical, DTNB colorimetric, single point; 360,000 compounds, 0.098% hits; purified PglD enzyme, DTNB colorimetric CoA detection; AID 602405, 2012; UDP-N-acetylbacillosamine N-acetyltransferase PglD (Campylobacter jejuni); inhibition, % at 12.5 µM; in the data active means inhibition above about 16%, passing the limit was not always enough; inconclusive means no clear call, values can overlap the other calls; further: strong numbers were not always called active
EWS-Fli inh: EWS/Fli-driven NR0B1 reporter inhibitors, primary screen, A673 cells, NR0B1 luciferase, luminescence, MLPCN library; viability-normalised; inhibition, % at 12.6 µM; 350,000 compounds, 0.67% hits; AID 651661, 2012;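 active means mean inhibition of at least 50% after viability correction, with every replicate also passing that limit; inconclusive means mean reaches 50% but only one of two replicates passes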;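 further: firefly luciferase signal divided by Alamar Blue viability fluorescence both relative to DMSO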
ERAP1 inh: human ERAP1 aminopeptidase inhibitors, primary screen, biochemical, single point, plate reader | inhibition, % at 10.7 µM | 340,000 compounds, 0.15% hits | recombinant ERAP1, Leu-AMC fluorescence, 60 min;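 active means mean replicate inhibition of at least 30%, or all replicates individually reaching that 30% level; inactive means mean below 30% and not every replicate reaching it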;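 further: 0% = neutral control wells and 100% = L-leucinethiol positive control wells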
LGR2 antag: inhibitors of bursicon-induced LGR2 CRE-luciferase signal, primary screen, cell-based, HEK293, CRE-luciferase reporter, bursicon stimulation; inhibition, % at 9.99 µM; AID 720647, 2013; 380,000 compounds, 0.35% hits; bursicon-stimulated, 4 h; Drosophila bursicon receptor LGR2 (rickets);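 active means drop in luminescence signal, shown as inhibition above about 50% in the replicate tests, limit read from the data, passing the limit was not always enough; inconclusive means probably only some replicates passing the limit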;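 further: agonist challenge used bursicon conditioned medium at about half maximal strength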
FN deposition inh: inhibitors of fibronectin matrix deposition, primary screen, AH1F cells, Alexa488-fibronectin fluorescence, plate reader | AH1F fibroblasts, overnight | inhibition, % at 12.6 µM | 350,000 compounds, 0.086% hits | AID 743247, 2014;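 active means mean inhibition across replicates of 30% or more, regardless of how many single replicates reach that level; inconclusive means mean under 30% yet at least half of replicates reach 30%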;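 further: positive control wells lacked labelled fibronectin entirely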
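Assay system: AH1F fibroblasts assembling fluorescent fibronectin matrix; Amount: 10000 AH1F cells per well; Buffer or medium: DMEM, 2% serum; Probe or stimulus: Alexa488-fibronectin, 24 nM final in well; Doses: single compound dose, delivered by pin transfer; Incubation: 1 h adhesion, overnight exposure; Measured by: fluorescence 485/525 nm; Read-out: fibronectin deposition inhibition.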
PGC1a acetyl inh: inhibitors of PGC1a acetylation signal, primary screen, cell-based, U2OS, AlphaScreen, inhibitor mode | AID 651687, 2012 | inhibition, % at 15.6 µM | 350,000 compounds, 0.17% hits | AlphaScreen anti-acetyl-lysine; with virally co-expressed GCN5 acetyltransferase;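 active means every replicate shows inhibition of at least 40%; inconclusive means mean inhibition at least 40% but some replicate below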;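 further: 0% = neutral control wells and 100% = positive control wells; some results beyond the cut were filed as inactive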
S100A4 MyoIIA: inhibitors of S100A4-myosin IIA peptide binding, primary screen, biochemical, fluorescence polarization, TAMRA-MyoIIA peptide; Protein S100-A4 (Homo sapiens), P26447; inhibition, % at 10.7 µM; 360,000 compounds, 0.14% hits;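 active means mean inhibition of at least 70% across replicates, with every replicate also reaching that level; inconclusive means mean inhibition reaches 70% but some replicates fall short; inactive means mean inhibition below 70%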
Target sequence (P26447 whole entry, looked up): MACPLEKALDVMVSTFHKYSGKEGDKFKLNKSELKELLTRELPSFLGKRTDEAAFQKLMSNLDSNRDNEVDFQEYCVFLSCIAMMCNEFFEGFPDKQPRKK
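Material: S100A4 monomer protein / Buffer or medium: 50 mM HEPES pH 7.2, 10 mM CaCl2, 100 mM KCl / Times: 5 min incubation before reading / Benchmarks: neutral control DMSO, positive control TFP / Reagent: labelled myosin peptide probe, 5 nM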
* marks the source's active call; other numbers are inactive results; ? = inconclusive; . = not tested or not shown.

molecule	PAX8 reporter	PglD inh	EWS-Fli inh	ERAP1 inh	LGR2 antag	FN deposition inh	PGC1a acetyl inh	S100A4 MyoIIA
COc1ccccc1NC(=O)N1C[C@@H]2[C@H](c3ccccc31)[C@@H](CO)N2C(=O)C1CC1	-2	-3	3	-1	-21	13	3	-4
C[C@@H]1CN([C@H](C)CO)C(=O)c2cc(NC(=O)CCN3CCOCC3)ccc2O[C@@H]1CN(C)S(=O)(=O)c1ccccc1	0	-2	5	-15	-8	.	10	-3
COC(=O)c1cc2ccsc2n1CC(=O)Nc1cc(Cl)ccc1OC	.	-2	.	2	11	.	-59	6
CCC(C)N(C(=O)CSc1ncnc2sccc12)C1CCS(=O)(=O)C1 (stereo not given)	14	-6	10	-7	7	2	.	3
CCNS(=O)(=O)c1ccc(CCC(=O)Nc2ccc(C(=O)OC)cc2)cc1	9	3	-5	-2	13	.	-2	-1
CCOc1cc(C=NNC(=O)CCCC(=O)NN=Cc2ccc(O)c(OCC)c2)ccc1O	17	.	13	-1	10	-15	.	2
CCc1cccc(C)c1NS(=O)(=O)c1c(C)nc2sccn2c1=O	16	-2	-16	-2	3	-1	1	-7
C[C@@H]1CCCCO[C@H](CN(C)S(=O)(=O)c2cccs2)[C@H](C)CN([C@@H](C)CO)C(=O)c2cc(N(C)C)ccc2O1	25	2	-1	3	2	.	-20	3
O=C(CCn1nnc2ccccc21)N/N=C\Cc1ccccc1	3	.	-7	-4	.	-16	.	-9
COc1ccccc1Cc1c(-c2ccc(OC)c(OC)c2)nc2ccc(Cl)cn12	1	2	-22	-2	-8	4	0	-8
O=C(Nc1ccccc1N1CCN(c2ccc(F)cc2)CC1)C12CC3CC(CC(C3)C1)C2	-20	7	.	.	.	-4	0	.
Cn1nc(C(C)(C)C)cc1NC(=O)C1(C)CCN1C(=O)c1ccccc1CCc1ccccc1 (stereo not given)	9	-1	10	1	-8	6	5	9
CCc1ccccc1NC(=O)CNC(=O)c1ccc(S(=O)(=O)NCc2ccco2)cc1	-7	5	7	-4	-4	5	9	-2
Cc1cccn2c(=O)c(/C=C(\C#N)S(=O)(=O)c3ccccc3)c(N3CCN(Cc4ccccc4)CC3)nc12	-7	-7	.	-1	-2	-3	-9	-8
COc1ccc(-c2nnc(SC(C(=O)c3c[nH]c4ccccc34)c3ccccc3)n2N)cc1OC (stereo not given)	33	-1	-6	5	12	4	-2	-1
C[C@H](CO)N1C[C@H](C)[C@@H](CN(C)Cc2ccc(C(=O)O)cc2)Oc2ccc(NC(=O)Nc3ccc4c(c3)OCO4)cc2CC1=O	6	-1	3	6	-27	.	-2	6
O=C(C[C@H]1CC[C@H]2[C@@H](COC[C@@H](O)CN2S(=O)(=O)c2ccccc2F)O1)NCc1ccccc1Cl	3	2	-2	-1	22	13	0	-9
COC(=O)c1ccc2nc(-c3cccc(Br)c3)c(Cc3ccsc3)n2c1	-4	2	2	.	13	0	13	-1
C[C@H]1CN([C@@H](C)CO)C(=O)Cc2cc(NC(=O)Cn3cnnn3)ccc2O[C@@H]1CN(C)Cc1ccc(-c2ccccc2)cc1	1	0	2	2	6	.	4	-9
O=C(NCCC(=O)N1CCN(c2ccccc2O)CC1)c1ccc(Br)cc1	17	-2	-6	0	10	2	0	-3
O=C(C[C@H]1C[C@H]2c3cc(NC(=O)NC4CCCC4)ccc3O[C@H]2[C@H](CO)O1)NCc1ccc(Oc2ccccc2)cc1	-8	3	-6	-3	-1	-1	0	10
OCC1(CCCc2ccccc2)CCN(Cc2cc(F)ccc2F)CC1	0	1	6	-3	11	.	-1	1
Cc1c(OCC(=O)N(C)C)ccc2c(-c3ccccc3)cc(=O)oc12	3	1	6	-3	8	7	.	-1
COc1ccc(NC(=O)N(C)C[C@@H]2OCCCC[C@@H](C)Oc3ccc(NS(=O)(=O)c4ccc(C)cc4)cc3C(=O)N([C@@H](C)CO)C[C@@H]2C)cc1	-6	-4	12	6	6	-19	-10	64
CCN1C(=O)c2cccc3cccc1c23	.	-3	8	44*	-5	.	1	0
N#C/C(=C\c1c(N(Cc2ccccc2)Cc2ccccc2)nc2ccccn2c1=O)C(N)=O	-7	-9	.	.	-25	-2	.	.
O=C(Nc1cc(S(=O)(=O)N2CCOCC2)ccc1N1CCOCC1)c1ccc(Cl)nc1	-3	3	1	1	-6	-1	2	-3
COc1ccccc1CN1[C@@H](CO)[C@@H]2c3ccccc3N(C(=O)C3CCOCC3)C[C@@H]21	6	-1	2	-2	-8	13	-2	-3
CCCc1cn(CC[C@H]2CC[C@@H](NC(=O)Nc3ccc4c(c3)OCO4)[C@@H](CO)O2)nn1	-5	-1	10	0	-9	.	-18	-2
COc1ccc(/C=N/Nc2cc(N3CCCC3)nc(N3CCCC3)n2)cc1	68*	-5	6	-7	7	17	.	1

Next section:
Results follow in this order: PAX8 reporter, PglD inh, EWS-Fli inh, ERAP1 inh, LGR2 antag, FN deposition inh, PGC1a acetyl inh, S100A4 MyoIIA
C[C@@H]1CN([C@@H](C)CO)C(=O)c2cccc(NC(=O)c3ccncc3)c2O[C@H]1CN(C)CC1CC1
  0, -1, 7, 2, -2, ., -14, -9
NNC(=O)c1sc(-c2ccc(Cl)cc2)cc1N
  -47, 6, -43, 0, ., -2, -8, -7
COc1ccc(-n2c(COc3ccc(C)cc3)n[nH]c2=S)cc1
  -10, -1, 8, 6, -9, -5, 13, 44
CCNC(=O)[C@H]1[C@H](CO)[C@H]2Cn3c(ccc(-c4ccccc4F)c3=O)[C@@H]1N2CCC(F)(F)F
  -6, 0, 5, -1, -1, ., ., 9
CC(=O)c1ccc(NC(=O)c2cc(Cl)sc2Cl)cc1
  -208, ., -82, -1, -98, 4, ., 1
O=[N+]([O-])c1ccc(S(=O)(=O)N(CCCN2CCOCC2)Cc2cccs2)cc1
  4, ., -7, -2, -11, 2, ., 3
Cc1onc(-c2ccccc2Cl)c1C(=O)Nc1sc2c(c1C#N)CCC2
  ., 1, ., -1, 22, 6, ., -6
O=c1[nH]c(NNC(=S)NCc2ccccc2)nc2c1C1(CCCCC1)Cc1ccccc1-2
  4, ., -6, 8, 4, 1, 17, 5
CCCC(=O)Nc1ccc2c(c1)OC[C@@H](C)N(C)C[C@@H](C)[C@@H](OC)CN(C)C2=O
  -11, 0, -5, 0, -16, 6, ., 1
NS(=O)(=O)c1ccc(NC(=O)/C=C/c2ccccc2Cl)cc1
  -11, -2, -4, 8, -11, ., 3, 7
O=C(Nc1ccccc1)Nc1ccc2c(c1)[C@@H]1C[C@@H](CC(=O)N3CCOCC3)O[C@@H](CO)[C@@H]1O2
  11, 5, -2, ., 12, 6, 5, .
C=CCn1c(SCc2nc3ccccc3c(=O)[nH]2)nc2scc(C3CC3)c2c1=O
  21, ., 9, -3, -6, 1, 10, -3
COC(=O)C1CC2=C(CCCC2=O)NC1=O (stereo not given)
  -29, -1, -6, ., 12, 6, ., -2
C[C@@H]1CN([C@@H](C)CO)S(=O)(=O)c2ccc(C3=CCCCC3)cc2O[C@@H]1CN(C)Cc1ccncc1
  ., -6, 15, 0, 22, ., -17, -2
NCCCNc1nc(N)c([N+](=O)[O-])c(NC2CCCCC2)n1
  78*, 5, 30, -7, 54*, 11, ., 1

Random excerpt: 2 entries already listed
Results follow in this order: PAX8 reporter, PglD inh, EWS-Fli inh, ERAP1 inh, LGR2 antag, FN deposition inh, PGC1a acetyl inh, S100A4 MyoIIA
NCCCNc1nc(N)c([N+](=O)[O-])c(NC2CCCCC2)n1
  78*, 5, 30, -7, 54*, 11, ., 1
CCCC(=O)Nc1ccc2c(c1)OC[C@@H](C)N(C)C[C@@H](C)[C@@H](OC)CN(C)C2=O
  -11, 0, -5, 0, -16, 6, ., 1

More compounds follow:
Results follow in this order: PAX8 reporter, PglD inh, EWS-Fli inh, ERAP1 inh, LGR2 antag, FN deposition inh, PGC1a acetyl inh, S100A4 MyoIIA
Cc1cccc(NS(=O)(=O)c2ccc(NS(=O)(=O)c3cccs3)cc2)c1
  10, 7, 8, -2, 26, 4, ., 1
O=C(CSc1nnc(-c2ccc(C(F)(F)F)cn2)s1)c1ccccc1
  -1, 1, 9, 3, 12, -10, 9, 22
O=C(Cc1ccccn1)NCC[C@H]1CC[C@H](NS(=O)(=O)c2ccccc2)[C@H](CO)O1
  -3, -1, 4, 10, 4, ., 6, 7
C[C@@H]1CN([C@H](C)CO)C(=O)Cc2cc(NC(=O)Nc3ccc(F)cc3)ccc2O[C@H]1CN(C)Cc1ccc2c(c1)OCO2
  4, -2, -3, 0, -6, 4, -5, ?
Cc1ccc(CSc2nnc(-c3ccncc3)o2)c(C)c1
  -11, 6, 1, 6, 30, ., -18, 2
Nc1nc(-c2ccccc2)nn1C(=O)c1ccco1
  3, ., 2, -1, -16, ., ., -1
Cc1noc(C)c1-c1ccc(C(=O)NCc2cccs2)c2occc12
  -134, -4, -16, -3, -26, ., -12, 1
CC(C)NC(=O)N1C[C@@H]2[C@H](c3ccccc31)[C@@H](CO)N2Cc1ccccn1
  -11, -2, -22, -3, -6, ., -3, -5
Cc1ccccc1NC(=O)Cc1nc(COC(=O)c2ccc(O)cc2O)cs1
  12, 2, 4, -3, -1, 3, -9, 0

ERAP1 inh, hit marks shown above
mol	PglD inh	ERAP1 inh	LGR2 antag	PGC1a acetyl inh	S100A4 MyoIIA
CCN1C(=O)c2cccc3cccc1c23	-3	44*	-5	1	0
